WRN helicase inh: blocks human WRN helicase. Q14191. WRN helicase unwinding, fluorescent forked duplex, kinetic. Potency, µM (series often up to 114 µM), without a hit: top-dose activity change, negative = inhibition, usual class: inhibitors. actives 0.46% (n = 360,000). AID 651768; note: potency is the fitted concentration of half-maximal effect; % is set by controls: 0 for no effect and ±100 for the full control effect; nearly all actives have a fitted effect of over 55% in size
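Kinetic fluorescence helicase assay: unwinding of a quenched forked DNA duplex (100 nM final) with 2 mM ATP final raises red fluorescence (525/598 nm). Compounds sat 15 min at room temperature with 20 nM WRN beforehand.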
PI5P4K alpha inh: blocks human PI5P4K alpha kinase activity; PI5P4Kalpha enzyme, ADP-Glo luminescence, 60 min; active compounds read low; max response, %; actives 1.2% (n = 330,000); active = max response of -50% or lower; inconclusive = between -30% and -50%; inactive = -30% or higher; note: value at the top dose of about 77 µM; % is set by controls: 0 for no effect and ±100 for the full control effect
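Quantitative HTS of the MLSMR library against PI5P4Kalpha with substrate. ATP added last at 5 microM final; room temperature, 60 minutes. Remaining ATP depleted, ADP converted and read as luminescence.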
EPAC2 antag: blocks human EPAC2 exchange factor; Q8WZA2; EPAC2 GEF exchange of Rap1B-BODIPY-GDP, fluorescence; Potency, µM (doses to about 114 µM), for the others: top-dose activity, negative = inhibition, most hits filed as inhibitors; actives 0.18% (n = 360,000); AID 720708; note: potency is the fitted concentration of half-maximal effect; % is set by controls: 0 for no effect and ±100 for the full control effect; nearly all actives have a fitted effect of over 45% in size; many of its hits are not listed in these tables
EPAC1 agonist: EPAC1 (human) agonism; EPAC1 agonist qHTS, biochemical assay; response scale: 100% = response to 6.5 mM cAMP; Potency, µM (top dose mostly 154 µM), inactives show top-dose activation, most hits filed as activators; actives 0.073% (n = 360,000); AID 720707; note: potency is the fitted concentration of half-maximal effect; nearly all actives have a fitted effect of over 60% in size
Target sequence (O95398 whole entry, looked up): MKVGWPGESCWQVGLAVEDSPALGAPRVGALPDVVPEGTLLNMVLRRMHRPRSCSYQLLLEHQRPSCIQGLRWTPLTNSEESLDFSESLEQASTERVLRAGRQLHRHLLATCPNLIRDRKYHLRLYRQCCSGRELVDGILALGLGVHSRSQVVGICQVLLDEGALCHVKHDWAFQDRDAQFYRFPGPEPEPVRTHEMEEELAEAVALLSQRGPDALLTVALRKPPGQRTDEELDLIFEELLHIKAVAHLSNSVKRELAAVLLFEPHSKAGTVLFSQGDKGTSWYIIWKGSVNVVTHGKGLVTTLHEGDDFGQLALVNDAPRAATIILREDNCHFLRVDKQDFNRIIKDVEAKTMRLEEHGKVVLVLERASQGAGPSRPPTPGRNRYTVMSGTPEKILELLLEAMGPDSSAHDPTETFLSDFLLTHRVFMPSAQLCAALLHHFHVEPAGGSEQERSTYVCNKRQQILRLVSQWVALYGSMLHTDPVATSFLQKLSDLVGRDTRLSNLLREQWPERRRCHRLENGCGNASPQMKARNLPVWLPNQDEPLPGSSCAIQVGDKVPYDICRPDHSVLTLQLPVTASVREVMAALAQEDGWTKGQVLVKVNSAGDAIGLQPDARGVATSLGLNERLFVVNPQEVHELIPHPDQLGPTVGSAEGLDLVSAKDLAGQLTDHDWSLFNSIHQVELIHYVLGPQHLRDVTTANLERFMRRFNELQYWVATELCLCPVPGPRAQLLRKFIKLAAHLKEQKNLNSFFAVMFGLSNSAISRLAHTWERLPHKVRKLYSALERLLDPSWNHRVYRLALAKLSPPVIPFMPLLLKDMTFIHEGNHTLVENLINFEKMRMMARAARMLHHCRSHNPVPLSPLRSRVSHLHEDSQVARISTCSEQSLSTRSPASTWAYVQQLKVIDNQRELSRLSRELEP
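Normalized to 6.5 mM cAMP, activity reflects EPAC1-catalysed release of BODIPY-GDP from Rap1B, followed kinetically over 30 min at 480 nm excitation, 540 nm emission. Reaction contained 100 nM EPAC1, 250 nM Rap1B-BODIPY-GDP, 50 uM GDP.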
CCT modulator: cytosolic chaperonin activity modulation. purified chaperonin ATPase assay, HTRF ADP detection, 30 min. AID 651819. actives 0.3% (n = 360,000). activity change, % (test concentration not listed), hits read low; in the data active = activity change below about -30%; note: % is set by controls: 0 for no effect and ±100 for the full control effect
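Nucleotide hydrolysis assay: TRiC at 20–40 nM final (set by batch activity) with 10 uM ATP, 30 min at 37 °C, in presence of 76 uM compound. Detection by competitive ADP HTRF, 30 min ambient.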
PLK1 PBD block: blocks phosphopeptide binding to human PLK1 polo-box domain. AID 720504. actives 2.8% (n = 360,000). Plk1 PBD binding of FITC phosphopeptide, fluorescence polarization. Potency, µM, inactives show max response, negative = inhibition, most hits filed as inhibitors. P53350; note: potency is the fitted concentration of half-maximal effect; series mostly up to about 57 µM; % is set by controls: 0 for no effect and ±100 for the full control effect; nearly all actives have a fitted effect of over 65% in size
Mm-Cpn inhibitor: M. maripaludis TRiC chaperonin inhibition; Potency, µM (titrated, usually from 76.9 µM), for inactives: top-dose activity, negative = inhibition, usual class: inhibitors; actives 0.031% (n = 330,000); purified Mm-Cpn ATPase, ADP Transcreener TR-FRET; note: potency is the fitted concentration of half-maximal effect; % is set by controls: 0 for no effect and ±100 for the full control effect; nearly all actives have a fitted effect of over 80% in size
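Eu-cryptate anti-ADP/ADP-d2 competition gives a ratio inversely related to ADP. Enzyme at 25 nM was pre-exposed to compound for 10 min, then given 10 uM ATP for 30 min, 37°C throughout.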
EPAC1 antag: EPAC1 (human) antagonism | O95398 | EPAC1 GEF assay, Rap1b-BODIPY-GDP exchange fluorescence | Potency, µM (highest dose often 115 µM), for inactives: at the top dose activity change, negative = inhibition, most hits filed as inhibitors | actives 0.14% (n = 360,000) | AID 720709;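 note: potency is the fitted concentration of half-maximal effect; plate controls were vehicle for no effect and positive control for full effect; nearly all actives have a fitted effect of over 50% in size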
An asterisk follows results filed as active; ? = inconclusive; · = not tested or not shown; [ ] = another dose, or the depositor's remark. Unless noted, calls come from the whole dose curve; as a rule, active = well fitted curve in the direction sought with a large enough effect; inconclusive = small, poorly fitted or top-dose-only effect, or another doubt; inactive = no such curve, though single readings can be large; an effect the other way counts as inactive or inconclusive. Some of the compounds tested, so the mix of outcomes need not match the whole.

SMILES	WRN helicase inh	PI5P4K alpha inh	EPAC2 antag	EPAC1 agonist	CCT modulator	PLK1 PBD block	Mm-Cpn inhibitor	EPAC1 antag
CCn1c(SCC(=O)Nc2ccc3c(c2)OCCO3)nnc1-c1ccco1	-8%[57.1 µM]	·	2%	5%	-1.9	-9%	1%	10%
COC(=O)[C@H](C)NC(=O)NCc1ccco1	-2%	·	1%	-3%	-5.2	1%	1%	3%
NS(=O)(=O)c1ccc(CCNC(=O)CNS(=O)(=O)c2cccc(Br)c2)cc1	-12%	3	-3%	-2%	-2.3	5.3µM*	-13%	-16%
CN(C)c1ccc(/C=C/C#N)cc1	9%	0	4%	2%	1.9	3%	-1%	14%
COc1cc(C(=O)Nc2cc(C)c(OCC(=O)N3CCOCC3)c(C)c2)cc(OC)c1OC	-5%	5	-36%	0%	2.6	0%	-5%	-7%
NS(=O)(=O)c1ccc(N=Cc2c(O)n(-c3nccs3)c(=O)c3ccccc23)cc1	-1%	1	0%	-5%	-1.7	2%	0%	9%
O=C(Cc1n[nH]c(=O)[nH]c1=O)N/N=C/c1c(O)ccc2ccccc12	?	-1	6%	-1%	-3.0	-15%	1%	20%
O=C(CCCOc1ccccc1)N1CCN(S(=O)(=O)c2ccc(Cl)cc2)CC1	-2%	7	10%	3%	1.5	0%	5%	4%
C/C(=N\OC(=O)Nc1ccc(Cl)cc1)c1ccc(F)c(F)c1	-8%	10	?	14%	0.0	1%	2%	-21%
CCN=C1SC(CC(=O)NC(N)=O)C(=O)N1CC (configuration not stated)	7%	·	9%	-1%	0.9	1%	-5%	4%
CSCCC(NC(=O)C1CCC(C)CC1)C(=O)O (configuration not stated)	7%	-1	8%	-5%	1.9	1%	?	14%
CCCCCOc1ccccc1C(=O)NCCC(=O)O	-12%	·	15%	-7%	-9.4	0%	0%	11%
Cc1nn(C)c(Cl)c1CN1CCN(CCC(C)C)C(CCO)C1 (configuration not stated)	2%	3	-4%	7%	0.5	-5%	0%	7%
O=C(C[C@H]1CC[C@H](NC(=O)C2CCOCC2)[C@@H](CO)O1)NCc1ccncc1	5%	-7	4%	-13%	·	-1%	·	-3%
CC(OC(=O)CNC(=O)c1sc2ccccc2c1Cl)C(=O)NC1(C#N)CCCCC1 (configuration not stated)	-8%	4	-4%	17%	-1.2	-4%	-11%	-11%
CCOC(=O)c1cc(-c2sc(NC(=O)c3ccccc3)nc2C)n(Cc2ccccc2)n1	-1%	-4	-1%	2%	0.4	8%	·	-5%
CC(C)CC(=O)Nc1ccc(-c2nc3ccccc3c(=O)[nH]2)cc1	8%	-7	11%	-10%	0.3	-11%	-2%	15%
CCCSc1nnc(NC(=O)CSc2sc3c(O)cc(=O)[nH]c3c2C#N)s1	10µM*	-72*	4%	2%	-2.5	17µM*	-4%	?
O=C(O)C1OCC2(CO1)COC(C(=O)O)OC2 (configuration not stated)	-6%	-1	10%	-7%	-1.4	6%	·	-1%
CN(Cc1ccccc1)c1ncnc2c1cnn2-c1ccccc1	3%	·	-5%	16%	-0.5	-5%	-1%	-1%
O=C1C(Cc2ccccc2)Nc2ncnc(N3CCN(c4ccccc4)CC3)c2N1Cc1ccccc1 (configuration not stated)	-5%	-9	9%	7%	-3.3	?	-2%	-12%
N#CCCN(C(=O)COC(=O)CCNS(=O)(=O)c1ccccc1)c1ccccc1	-4%	-2	4%	7%	0.7	-10%	1%	-3%
C=CCc1cc(/C=N/n2cnnc2)cc(OCC)c1O	-1%	1	-7%	4%	1.4	-10%	-1%	?
NC(Cc1ccc(C(F)(F)F)cc1)c1csc(Nc2ccc(C(=O)NCCCO)cn2)n1 (configuration not stated)	-1%	-23	8%	-10%	-1.2	0%	·	5%
COc1ccc(-n2cnnc2SCC(=O)Nc2cc(C)on2)cc1	-4%	5	8%	-1%	1.2	0%	3%	12%
CCCC(=O)C1=C(O)C(C(=O)OC)C(C)(C)CC1=NCc1ccccc1 (configuration not stated)	-10%	3	7%	-7%	1.5	12%	1%	-6%
COC(=O)c1ccccc1C(=O)N(c1ccccc1)c1ccccc1	-4%	2	1%	11%	0.6	-3%	·	-8%
CCCCc1ccc(-c2ccc(C)cc2O)nc1	-5%	18	-2%	8%	0.0	-10%	-11%	-3%
CC1(C)CC(=O)C2=C(C1)NC(=O)NC2c1ccc([N+](=O)[O-])cc1 (configuration not stated)	-1%[57.1 µM]	-14	1%	11%	0.3	-8%	-2%	-2%
Cc1cccc(NC(=O)c2ccc([N+](=O)[O-])o2)c1C	-1%	-7	6%	3%	-0.5	-7%	-1%	7%
CCOC(=O)C1CCN(C(=O)CCc2c(C)nc3cc(-c4ccc(OC)cc4OC)nn3c2C)CC1	-1%	-1	-8%	-11%	2.4	-3%	1%	-15%
CCC(CC)C(=O)c1c[nH]c(C(=O)NCc2ccc(F)cc2)c1	0%	-1	5%	13%	2.7	-6%	3%	-6%
CCCCCCCCC(=O)O	7%	-1	-3%	-28%	0.8	-1%	·	-2%
COc1cccc(OC)c1C(=O)N1CCN(c2c(Cc3ccccc3)c(C)nc3ncnn23)CC1	5%	·	3%	8%	0.5	-3%	1%	3%
COc1ccc(C)cc1-n1nnnc1SCC1CCCCO1 (configuration not stated)	-1%	·	20%	4%	-2.0	0%	3%	19%
O=C(CCc1ccc(S(=O)(=O)N2CCOCC2)cc1)Nc1ccc2ccccc2c1	-7%	8	-3%[57.1 µM]	4%	-0.8	-1%	-10%	-2%
Cc1cccc(Cn2cnc3c(nnn3Cc3ccccc3F)c2=O)c1	-16%	·	5%	9%	2.9	-3%	-2%	-1%
CC(=O)Nc1ccc(NC(=O)c2csc([C@@H]3C[C@H](O)[C@@H](CO)O3)n2)cc1	-1%	3	15%	-13%	0.4	-3%	·	5%
Cc1cccc(-c2nc3c(c(=O)c4ccccc4n3C)c(=O)n2-c2ccccc2)c1	-2%	-5	17%	-1%	-10	-2%	-1%	6%
CCCC/C(O)=C1\C(=O)CC(C)(C)CC1=Nc1ccc(N)cc1	4%	0	3%	0%	-1.5	0%	-4%	2%
CN(C)S(=O)(=O)c1ccc(N2CCCC2)c(C(=O)NC2CCCCC2)c1	-3%	3	-2%	5%	0.1	6%	3%	-2%
O=C(NC1CCCC1)c1cc(-c2ccc(Cl)cc2)on1	-1%	7	-1%	2%	-1.3	1%	-1%	2%
COc1ccc(N2C(=NC(=O)C3CCCCC3)SC3CS(=O)(=O)CC32)cc1 (configuration not stated)	0%	-3	-11%	-3%	1.2	2%	0%	-24%
Cc1ccc(C)[n+](CC(=O)N2CCCCC2)c1	-9%	-3	1%	7%	-1.3	-10%	1%	2%
N#Cc1c(N)n(CCNC(=O)c2ccc(Cl)cc2)c2nc3ccccc3nc12	-16%	1	3%	-7%	-2.0	-12%	0%	-11%
CCOC(=O)C1=CCN(S(=O)(=O)c2ccccc2Br)C1c1ccc(F)cc1 (configuration not stated)	-16%	3	-19%	6%	0.5	-7%	·	-17%
CC(C)(C)NC(=O)NC(=O)COC(=O)Cn1cnc2ccccc2c1=O	-3%	-3	4%	-9%	-1.0	-13%	-1%	-18%
Cc1nnc(NC(=O)c2ccco2)s1	3%	-8	1%	-1%	-1.7	-11%	0%	-6%
O=C1NC(=S)N(C(=O)c2ccc(F)cc2)/C1=C/c1ccccc1	-33%	?	13%	8%	-0.8	-26%	1%	-22%
CC(=O)N1CCN(Cc2nc3cc(NC(=O)c4ccccc4Cl)ccc3n2C)CC1	-8%	0	5%	4%	-0.6	?	-2%	7%
CC(C)(C)OC(=O)NCc1ccc(NC(=O)c2nc[nH]c2C(=O)N[C@@H](Cc2ccccc2)C(=O)OC(C)(C)C)cc1	-9%	9	-14%	-28%	-0.5	6%	-5%	-28%
Cc1nc2ccccc2c(=O)n1N(c1ccccc1)c1ccccc1	3%	3	?	13%	-0.2	1%	2%	10%
Cn1c(=O)c(=O)n(C)c2cc(S(=O)(=O)N3CCCC3C(=O)Nc3ccc(F)cc3)ccc21 (configuration not stated)	-7%	1	4%	-8%	1.2	-5%	1%	-2%
Cc1ccc(CNc2ncnc3c2cnn3-c2ccccc2)cc1	-9%	4	-1%	-8%	0.0	-3%	1%	0%
Cc1ccc2ncnc(Oc3ncccc3NC(=O)C(C)(C)C)c2c1	-1%	-2	-1%	3%	-1.0	3%	-2%	3%
Cc1cccc(C)c1NC(=O)c1csc(COCCO)n1	-1%	-2	6%	4%	-1.7	-18%	·	-17%
Cn1c(-c2cc3ccccc3oc2=O)nc2ccccc21	0%	-2	-21%	3%	-0.1	-8%	0%	-29%
Cc1c(C(=O)O)sc(=S)n1-c1ccc(Cl)cc1	-2%	·	-7%	9%	2.5	-9%	-1%	-10%
CSc1ccccc1NC(=O)CCn1c(=O)sc2ccccc21	-6%	2	-5%	12%	-1.0	-9%	3%	-11%
CCSc1nnc(NC(=O)CSc2nccn2-c2cccc(C)c2C)s1	-19%	-19	-10%	-2%	-1.1	3.8µM*	-1%	-21%

Of the compounds above, two contain a nitro group on carbon.
SMILES	WRN helicase inh	PI5P4K alpha inh	EPAC2 antag	EPAC1 agonist	CCT modulator	PLK1 PBD block	Mm-Cpn inhibitor	EPAC1 antag
CC1(C)CC(=O)C2=C(C1)NC(=O)NC2c1ccc([N+](=O)[O-])cc1 (configuration not stated)	-1%[57.1 µM]	-14	1%	11%	0.3	-8%	-2%	-2%
Cc1cccc(NC(=O)c2ccc([N+](=O)[O-])o2)c1C	-1%	-7	6%	3%	-0.5	-7%	-1%	7%

(listing goes on)
SMILES	WRN helicase inh	PI5P4K alpha inh	EPAC2 antag	EPAC1 agonist	CCT modulator	PLK1 PBD block	Mm-Cpn inhibitor	EPAC1 antag
O=C(O)c1cc(-n2cccc2)ccc1N1CCOCC1	3%[11.6 µM]	6	-22%	1%	3.2	-3%	?	-1%
N#Cc1ccccc1CSc1ncccc1C(=O)O	1%	0	1%	-1%	-1.8	-12%	-1%	23%
Cc1ccc(-n2c(CC#N)n[nH]c2=S)c(C)c1	-1%	-3	8%	0%	1.0	-3%	2%	4%
O=C(C1=C[C@@H](c2coc3ccccc3c2=O)C[C@@H](OCCCCO)O1)N1CCN(Cc2ccc3c(c2)OCO3)CC1	3%	-1	7%	6%	1.0	-11%	·	-8%

One compound at a time, from the list above. Values in the order: WRN helicase inh, PI5P4K alpha inh, EPAC2 antag, EPAC1 agonist, CCT modulator, PLK1 PBD block, Mm-Cpn inhibitor, EPAC1 antag
N#Cc1ccccc1CSc1ncccc1C(=O)O is listed with 1%, 0, 1%, -1%, -1.8, -12%, -1%, 23%
O=C(C1=C[C@@H](c2coc3ccccc3c2=O)C[C@@H](OCCCCO)O1)N1CCN(Cc2ccc3c(c2)OCO3)CC1 is listed with 3%, -1, 7%, 6%, 1.0, -11%, ·, -8%
O=C(O)c1cc(-n2cccc2)ccc1N1CCOCC1 is listed with 3%[11.6 µM], 6, -22%, 1%, 3.2, -3%, ?, -1%

Bioassay records from PubChem BioAssay.
